PP5 primary: blocks human protein phosphatase 5 activity | P53041 | purified PP5c, OMFP substrate fluorescence | inhibition, % at 6.7 µM | 320,000 compounds, 0.18% hits;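 active = inhibition above the campaign's mean inhibition across all tested compounds plus 3 SD, cut at about 9.5% in these data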;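 note: 0% = DMSO only and 100% = 100 µM cantharidin control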
Target sequence (P53041 whole entry, looked up): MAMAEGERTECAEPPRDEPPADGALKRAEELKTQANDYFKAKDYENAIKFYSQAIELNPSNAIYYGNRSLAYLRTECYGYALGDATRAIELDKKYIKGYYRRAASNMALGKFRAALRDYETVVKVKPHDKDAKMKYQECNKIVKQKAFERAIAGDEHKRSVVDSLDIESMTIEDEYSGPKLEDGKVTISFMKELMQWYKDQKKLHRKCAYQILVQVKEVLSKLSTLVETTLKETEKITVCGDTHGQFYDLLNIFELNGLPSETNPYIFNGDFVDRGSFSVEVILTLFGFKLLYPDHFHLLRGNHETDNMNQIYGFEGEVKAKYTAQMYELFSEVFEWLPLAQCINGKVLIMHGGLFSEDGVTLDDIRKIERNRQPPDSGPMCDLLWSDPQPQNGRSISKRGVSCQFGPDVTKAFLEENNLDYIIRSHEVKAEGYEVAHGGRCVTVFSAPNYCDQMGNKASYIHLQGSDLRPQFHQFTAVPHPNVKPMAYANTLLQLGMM
VLA-4 inh: inhibition in a human VLA-4 binding assay. P13612. 330,000 compounds, 0.2% hits. VLA-4 expressing cells, ligand binding flow cytometry. AID 2557. inhibition, % (about 7 µM as worked out from the volumes in the protocol); in the data active = inhibition above about 50%
procasp7 counter: counter-screen: procaspase-7 (human) activation; activation, % at 8.5 µM; recombinant procaspase-7, Ac-DEVD-pNA absorbance 405 nm; D23A/D198A/D206A triple mutant, cannot self-cleave; scale: DMSO 0, 5 µM enzyme 100; AID 463210; P55210; 330,000 compounds, 0.093% hits;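 active = percent activation above the screen-wide mean plus 3 SD, cut at about 25% in these data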
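System: Procaspase-7 triple mutant (PC-7 D3A); measure: % activation from two-timepoint absorbance difference, scaled to controls; times: 1 h compound preincubation, 2 h substrate cleavage, 25 °C; also added: Ac-DEVD-pNA substrate, 400 µM as added; measured by: Epi-absorbance of released pNA at 405 nm, two timepoints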
JMJD2C inh: human JMJD2C demethylase inhibition | GST-JMJD2C(1-420) H3K9me3 demethylation, DELFIA europium | inhibition, % at 2.35 µM | AID 2099 | 330,000 compounds, 0.069% hits | Q9H3R0;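 active = more than half of a compound's replicate wells show inhibition beyond 50%, single wells judged on their own value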;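 note: signal counts dimethyl H3K9 product captured on neutravidin plate; 0% = median of DMSO wells and 100% = 0.3 times that DMSO median; strong numbers were not always called active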
CTSL1 counter: blocks F. hepatica cathepsin L1 in PFM18AAP counter-screen; recombinant F. hepatica cathepsin L1, Z-Leu-Arg-MCA fluorescence; inhibition, % at 5.96 µM; AID 1906; 300,000 compounds, 0.49% hits;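 active = inhibition above the mean of all tested compounds plus 3 SD, set per screening campaign, cut at about 17% in these data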;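 note: 0% = plate median of test compound wells and 100% = 1 µM Z-Phe-Ala-diazomethylketone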
core dimer inh: HCV core protein dimerization inhibition | TR-FRET GST/Flag-core106 dimerization, 1536-well | inhibition, % at 5 µM | 300,000 compounds, 0.33% hits | AID 1899;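 active = inhibition above the mean of all tested compounds plus 3 SD, set per screening campaign, cut at about 45% in these data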
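System: GST-tagged and Flag-tagged HCV core protein residues 1-106 / Input: core106 proteins, GST 13.5 nM and Flag 17 nM / Buffer or medium: KF-containing HEPES buffer, pH 7.45, DTT, CHAPS, BSA / Probe or stimulus: Eu-anti-GST and XL665-anti-Flag labelled anti-tag antibodies / Schedule: 4 h, 22.5 °C incubation / Technique: TR-FRET 671 and 617 nm emission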
proCasp3 act: activators of human procaspase-3; activation, % at 8.5 µM; 330,000 compounds, 0.11% hits; recombinant procaspase-3 D3A, Ac-DEVD-pNA absorbance 405 nm; P42574;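 active = activation above the mean of all tested compounds plus 3 SD, cut at about 21% in these data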;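 note: 0% = DMSO alone and 100% = DMSO wells spiked with extra 5 µM PC-3 D3A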
Target sequence (P42574 whole entry D9A/D28A/D175A): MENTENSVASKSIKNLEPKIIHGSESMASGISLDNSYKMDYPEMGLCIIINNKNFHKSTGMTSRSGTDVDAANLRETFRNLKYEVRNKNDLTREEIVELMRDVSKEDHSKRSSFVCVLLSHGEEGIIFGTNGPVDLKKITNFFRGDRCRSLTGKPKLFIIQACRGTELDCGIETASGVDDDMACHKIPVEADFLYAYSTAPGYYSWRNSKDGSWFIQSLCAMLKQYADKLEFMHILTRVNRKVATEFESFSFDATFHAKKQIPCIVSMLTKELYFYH
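Assay system: Autoprocessing-dead procaspase-3 D3A mutant enzyme; also added: Ac-DEVD-pNA; doses: one concentration, 8.5 µM nominal, 0.8% DMSO; times: 1 h compound preincubation, 2 h substrate hydrolysis at 25 °C; technique: 405 nm absorbance of p-nitroaniline, reads at 0 and 120 min; measure: % activation between DMSO and enzyme-spiked controls; repeats: single replicate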
GRK2 inh: blocks RNA aptamer binding to human GRK2; P25098; bead flow cytometry, FAM-aptamer displacement from GRK2; inhibition of aptamer binding, % at 10 µM; 330,000 compounds, 0.59% hits; AID 488847;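 active = inhibition of aptamer binding above 40%, roughly 3 SD of noise, on plates passing a quality check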;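 note: median bead fluorescence of bound FAM aptamer so fluorescent compounds give negative values; no value below 0 was filed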
PP1 counter: PP1-alpha (human) inhibition in PP5 counter-screen | P62136 | inhibition, % at 6.7 µM | 320,000 compounds, 0.9% hits | purified PP1alpha, OMFP fluorescence;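 active = inhibition above the mean inhibition of all tested compounds plus 3 SD, computed separately for each screening campaign, cut at about 15% in these data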
Target sequence (P62136 whole entry, looked up): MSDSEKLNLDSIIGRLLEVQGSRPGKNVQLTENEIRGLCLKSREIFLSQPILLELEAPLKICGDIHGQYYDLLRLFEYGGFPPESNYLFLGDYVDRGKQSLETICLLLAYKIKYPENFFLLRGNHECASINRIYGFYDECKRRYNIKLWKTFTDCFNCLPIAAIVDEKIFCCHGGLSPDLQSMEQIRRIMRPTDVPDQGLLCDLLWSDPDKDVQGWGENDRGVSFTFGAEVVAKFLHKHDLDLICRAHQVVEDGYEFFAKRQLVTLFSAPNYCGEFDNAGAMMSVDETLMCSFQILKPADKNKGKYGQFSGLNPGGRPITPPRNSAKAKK
The depositor's hits bear a star; . = no result given. Compounds were not picked by outcome; any-hit rate near 2.6%.

SMILES | PP5 primary | VLA-4 inh | procasp7 counter | JMJD2C inh | CTSL1 counter | core dimer inh | proCasp3 act | GRK2 inh | PP1 counter
Cc1c([N+](=O)[O-])c([N+](=O)[O-])nn1CC(=O)N1CCOCC1 | 1.0 | -0.6 | 7.3 | -5.2 | -0.3 | 1.9 | 3.1 | 1.0 | -3.8
COc1ccc(-c2nn(C)c(=O)c3ccccc23)cc1CNC(=O)CN1CCOCC1 | -0.6 | 9.9 | 8.4 | 1.0 | -0.7 | -7.4 | -5.5 | 1.0 | -2.9
Cc1ccc(S(=O)(=O)N(CC2CO2)c2cc(Cl)ccc2Cl)cc1 (stereo not drawn) | 2.8 | -7.3 | 4.1 | 2.5 | 5.5 | 7.0 | -2.0 | 3.0 | -0.5
O=C(Cn1nc(C(F)(F)F)c2c1CCCC2)NC1CCCC1 | 2.4 | -6.5 | 7.1 | -2.1 | -3.7 | -6.4 | 0.1 | 2.0 | -2.6
CC(C)(C)NC(=O)CN(Cc1cccs1)C(=O)C1COc2ccccc2O1 (stereo not drawn) | -0.6 | 3.3 | 4.5 | 6.0 | -2.2 | -3.1 | -1.5 | 0.0 | 4.1
COc1ccc(CCn2c(=S)[nH]c3cc(C(=O)N4CCOCC4)ccc3c2=O)cc1OC | 5.2 | -2.5 | 16.1 | -2.8 | -1.3 | 7.9 | 9.1 | 2.0 | -1.3
CCOc1ccccc1C(=O)Nc1cc(C(=O)NCCc2ccccc2)ccc1Cl | -0.5 | 2.1 | 5.8 | 0.1 | 1.6 | 4.3 | -9.8 | 0.0 | -2.2
Cc1ccc(-n2c([S-])c(C(=O)Nc3ccc(OC(F)F)cc3)[n+]3ccc(C(=O)NCCO)cc23)cc1C | 0.1 | -14.1 | -15.2 | 0.5 | 6.1 | -10.5 | -14.7 | 0.0 | -1.0
COc1ccc(C(=O)Nc2cccc(S(C)(=O)=O)c2)cc1OC | 0.6 | 14.8 | 0.5 | -13.6 | -3.3 | 6.9 | 4.7 | 0.0 | -4.5
COc1ccc(NC(=O)COc2coc(CN3CCc4ccccc43)cc2=O)cc1 | 0.9 | -0.6 | 2.3 | -9.5 | 3.5 | 8.1 | 11.0 | 3.0 | -4.0
O=C(CSc1ccc(-c2ccco2)nn1)Nc1ccccc1F | 2.7 | 3.3 | -11.5 | -0.2 | 0.4 | 9.0 | 2.6 | 1.0 | -4.0
COc1cc(S(=O)(=O)NCCN2CCOCC2)ccc1-n1cnnn1 | 0.2 | -0.8 | -1.1 | 2.2 | -5.4 | 1.1 | -1.0 | 0.0 | -6.5
COc1ccc(Cl)cc1NC(=O)[C@@]1(CC(=O)O)CC(/C=C/c2ccccc2)=NO1 | 3.2 | 10.5 | 0.9 | -10.5 | 3.2 | -6.0 | 1.1 | 2.0 | 9.0
C=COCCNC(=O)Nc1ccc(Cl)cc1Cl | 1.2 | -0.3 | 4.7 | -11.2 | 1.2 | -5.7 | 4.0 | 12.0 | 0.7
CCc1ccc(-c2cc(C(F)(F)F)n3nc(C(=O)Nc4cnn(Cc5ccc(C)cc5)c4)cc3n2)s1 | 0.6 | 0.5 | -3.4 | 2.7 | 2.9 | 10.9 | -6.5 | 0.0 | 13.6

4 compounds already listed, ordered by heavy-atom count, smallest number first.
SMILES | PP5 primary | VLA-4 inh | procasp7 counter | JMJD2C inh | CTSL1 counter | core dimer inh | proCasp3 act | GRK2 inh | PP1 counter
Cc1c([N+](=O)[O-])c([N+](=O)[O-])nn1CC(=O)N1CCOCC1 | 1.0 | -0.6 | 7.3 | -5.2 | -0.3 | 1.9 | 3.1 | 1.0 | -3.8
COc1cc(S(=O)(=O)NCCN2CCOCC2)ccc1-n1cnnn1 | 0.2 | -0.8 | -1.1 | 2.2 | -5.4 | 1.1 | -1.0 | 0.0 | -6.5
COc1ccc(NC(=O)COc2coc(CN3CCc4ccccc43)cc2=O)cc1 | 0.9 | -0.6 | 2.3 | -9.5 | 3.5 | 8.1 | 11.0 | 3.0 | -4.0
COc1ccc(CCn2c(=S)[nH]c3cc(C(=O)N4CCOCC4)ccc3c2=O)cc1OC | 5.2 | -2.5 | 16.1 | -2.8 | -1.3 | 7.9 | 9.1 | 2.0 | -1.3

Further results
SMILES | PP5 primary | VLA-4 inh | procasp7 counter | JMJD2C inh | CTSL1 counter | core dimer inh | proCasp3 act | GRK2 inh | PP1 counter
O=S(=O)([N-]c1nc2ccccc2nc1-[n+]1ccc(CCCc2ccccc2)cc1)c1cccs1 | 0.4 | -35.9 | 0.1 | 3.4 | -1.3 | 18.9 | -2.6 | 0.0 | -0.4
CCCc1cc(=O)[nH]c(/N=C(/NC(=O)c2ccccc2)Nc2ccc3c(c2)OCCO3)n1 | -1.3 | -4.2 | -0.4 | -1.5 | 3.3 | 1.4 | 1.5 | 1.0 | -1.0
CC(OC(=O)c1ccc(S(=O)(=O)NCc2ccco2)cc1)C(=O)Nc1ccccc1 (stereo not drawn) | . | 3.2 | -13.6 | -5.9 | . | . | -12.8 | 0.0 | .
CCN(CC)S(=O)(=O)c1cccc(NC(=O)c2ccc(-n3nc(C)cc3C)cc2)c1 | 1.6 | 21.8 | 1.7 | 7.4 | -4.1 | 10.5 | -3.8 | 5.0 | 0.0
C/C(=N\Nc1ccccn1)c1ccc2c(c1)OCO2 | 1.0 | 1.6 | 2.6 | 25.3 | 3.8 | -2.5 | 7.0 | 0.0 | -2.4
Cc1ccccc1CSCC(=O)c1c(N)n(C)c(=O)n(C)c1=O | 2.3 | -6.5 | -10.7 | -1.9 | -4.8 | -7.8 | 4.4 | 1.0 | 4.6
Cc1ccc(NC(=O)CS(=O)CC(=O)NCCCN(C)c2ccccc2)cc1 (stereo not drawn) | 3.8 | 0.1 | -3.0 | 1.9 | 0.5 | -4.9 | 3.0 | 0.0 | -6.7
CN(C)CCn1nnc2c(=O)oc3ccccc3c21 | 1.9 | 5.9 | 12.4 | -1.3 | -2.4 | -1.9 | 6.6 | 4.0 | -2.4
CCc1ccc(CNC(=O)CCCn2nc(C)n3ccnc3c2=O)cc1 | 0.5 | -16.6 | -11.0 | -10.7 | -0.4 | -6.3 | -0.6 | 0.0 | 1.4
NCCc1nnc(SCC(=O)Nc2ccc(Br)cc2)o1 | -0.2 | 13.6 | 1.0 | -1.3 | 0.9 | 6.4 | 6.0 | 0.0 | -3.5
Cc1cc(=O)[nH]c(SC(C)C(=O)Nc2cccc3ccccc23)n1 (stereo not drawn) | 0.5 | 17.2 | -2.0 | 9.6 | -0.3 | -4.8 | 5.3 | 1.0 | 2.4
CC(C)[C@H](NC(=O)c1ccco1)C(=O)OCC(=O)N(C)c1ccccc1 | -0.8 | 1.3 | 1.0 | 0.6 | -16.0 | 0.1 | 4.9 | 7.0 | -6.0
O=C(Cn1nc(C(=O)O)c2ccccc2c1=O)Nc1cccc(Br)c1 | -2.0 | 7.8 | 9.7 | 2.9 | -12.2 | 2.5 | -6.2 | 4.0 | 1.6
CCCCc1ccc(Nc2ncnc3nc[nH]c23)cc1 | 3.7 | 10.1 | -2.1 | 10.3 | 3.9 | -4.7 | 5.5 | 0.0 | 1.5
CC1CN(c2cc3nccnc3cc2F)CC(C)O1 (stereo not drawn) | -1.0 | 10.6 | -4.0 | 2.6 | 3.4 | -8.1 | 2.7 | 0.0 | -2.5
Cc1ccc(C2(C)NC(=O)N(CC(=O)Nc3cc(S(=O)(=O)N4CCCCC4)ccc3OC(C)C)C2=O)cc1 (stereo not drawn) | -0.2 | 2.3 | 7.8 | -2.4 | 0.5 | 18.5 | -5.0 | 0.0 | 4.4
COc1ccc(N(C(=O)COc2ccccc2)C2C=CS(=O)(=O)C2)cc1 (stereo not drawn) | 2.6 | 4.9 | 0.2 | 2.7 | -2.5 | -3.8 | 4.2 | 3.0 | -4.8
COc1cc(SC)ccc1C(=O)Nc1ccccn1 | 0.0 | 2.2 | 9.5 | 0.4 | 2.7 | 3.6 | 5.6 | 0.0 | -2.0
CSCCC(NC(=O)CCNC(=O)c1ccccc1Cl)c1nc2ccccc2[nH]1 (stereo not drawn) | 1.8 | 0.0 | 0.7 | 2.4 | . | . | 2.8 | 0.0 | 1.2
COc1ccc(CCNC(=O)CN(c2ccc(C)cc2)S(=O)(=O)c2c(C)noc2C)cc1OC | 1.1 | 7.3 | 5.6 | 11.5 | -0.4 | -1.9 | 12.3 | 3.0 | -6.7
CC(=O)N(CCCNC(=O)c1ccccc1)C(=O)c1ccccc1 | 0.7 | . | 0.8 | 1.0 | 1.5 | -19.8 | 9.5 | . | -1.8
O=[N+]([O-])c1cccnc1NCCNc1ncc(C(F)(F)F)cc1Cl | 5.5 | -3.4 | -5.5 | 13.2 | 1.3 | -8.6 | -12.0 | 2.0 | 2.8
Cc1ccc(N(CC(=O)NCC2CCCO2)C(=O)CCC(=O)Nc2ccccn2)cc1C (stereo not drawn) | -2.0 | -6.1 | 10.2 | 2.4 | 1.6 | -6.5 | 1.4 | 1.0 | 0.2
Cc1nn(CC(=O)NNC(=O)c2ccc(Br)cc2)c(C)c1[N+](=O)[O-] | -0.5 | 17.2 | 12.0 | 12.6 | . | . | 8.0 | 18.0 | -4.0
C(=N\Nc1nc(N2CCOCC2)nc(N2CCOCC2)n1)/c1ccncc1 | -0.8 | 25.4 | -0.9 | -24.8 | -1.6 | -4.9 | -7.8 | 11.0 | -1.7
COC(=O)CCC(=O)c1oc2ccc(Cl)cc2c1NC(=O)CCCN1C(=O)c2ccccc2C1=O | 3.5 | 1.3 | 12.0 | 6.3 | -4.6 | 19.9 | 2.9 | 1.0 | 3.6
C=CCn1c(N)cc(=O)nc1SC(C)C(=O)Nc1cccc2ccccc12 (stereo not drawn) | 3.5 | 8.0 | 7.3 | 4.7 | -0.9 | 2.7 | 2.6 | 0.0 | 8.3
CCOC(=O)N1CCN(c2ccc(C(C)=O)cc2F)CC1C (stereo not drawn) | 1.8 | 4.7 | 2.9 | 13.8 | 0.6 | -3.3 | 4.5 | 0.0 | -1.6
CC1=NN(C(=O)c2ccc(Cn3nc(C)cc3C)o2)C(O)(C(F)(F)F)C1 (stereo not drawn) | 3.6 | 7.0 | 9.9 | 1.0 | -6.4 | -3.3 | -5.0 | 1.0 | -0.1
O=C(Nc1ccccc1Br)c1ccccc1-c1ccccc1 | -2.4 | 10.4 | -5.6 | 24.0 | 6.3 | 1.4 | 0.6 | 1.0 | -1.6
CN(C[C@H](Cc1ccccc1)N(C[C@H](c1ccccc1)N(CCc1ccccc1)N=O)N=O)N=O | -0.8 | 9.1 | -0.3 | -4.2 | 1.9 | 19.6 | -6.9 | 4.0 | -0.9
N#Cc1c(-c2ccccc2)cc(-c2ccccc2)nc1SCCC(=O)O | 1.1 | -2.4 | -9.9 | 10.7 | 2.9 | 4.3 | -8.8 | 25.0 | 6.1
CC(=O)Nc1ccc(-c2nnn(CC(=O)c3ccccc3)n2)cc1Cl | -1.9 | -5.0 | 5.1 | -3.5 | 2.3 | 6.7 | -3.8 | 2.0 | -0.1
